# Pf Dd2 inh: inhibitors of Plasmodium falciparum Dd2 growth | P. falciparum Dd2 growth, SYBR Green, 72 h; active compounds read low | AID 1159554 | activity change, % at 10 µM | hit rate 2.3% among 94,000; in the data active means activity change below about -80%; inconclusive means no clear call, values can overlap the other calls
# KDM4C inh: blocks human GASC-1 (KDM4C) demethylase activity | Q9H3R0 | GST-KDM4C 2-372, H3K9me3 peptide, LANCE TR-FRET | inhibition, % at 12.5 µM | hit rate 0.15% among 96,000 | AID 720574;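 active means mean replicate inhibition above about 25%, with at least 55% of replicates also reaching it, limit read from the data, passing the limit was not always enough; inconclusive means only one of those two conditions met; inactive means neither condition met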
# Target sequence (Q9H3R0 2-372 limits assumed): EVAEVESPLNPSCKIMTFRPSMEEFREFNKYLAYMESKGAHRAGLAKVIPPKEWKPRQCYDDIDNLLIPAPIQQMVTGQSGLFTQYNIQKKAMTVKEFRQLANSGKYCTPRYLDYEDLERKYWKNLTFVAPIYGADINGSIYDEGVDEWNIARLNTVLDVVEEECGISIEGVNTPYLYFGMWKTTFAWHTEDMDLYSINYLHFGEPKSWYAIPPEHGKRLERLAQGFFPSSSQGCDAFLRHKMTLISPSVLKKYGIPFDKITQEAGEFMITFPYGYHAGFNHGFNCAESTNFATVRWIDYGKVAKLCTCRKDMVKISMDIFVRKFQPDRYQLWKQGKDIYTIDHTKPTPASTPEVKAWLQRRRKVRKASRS
#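 System – N-terminal GST-fused human GASC-1 (KDM4C) fragment, residues 2-372 · Input – enzyme final amount 10 nM · Technique – LANCE TR-FRET, Eu antibody, ULight-streptavidin, EDTA, ex 340 nm, em 618/671 nm · Medium – HEPES buffer, pH 7.5, plus ascorbate · Incubation – enzyme reaction 30 min, then detection 60 min, both room temperature · Reagent – H3K9me3 peptide with Fe(II)/2OG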
# T cruzi growth: inhibitors of T. cruzi proliferation | T. cruzi beta-gal in NIH3T3, GalScreen luminescence, 90 h | inhibition, % at 8.34 µM | hit rate 5.9% among 77,000;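 active means mean inhibition above about 93%, with at least 55% of replicates each passing it, limit read from the data, passing the limit was not always enough; inconclusive means only one of those two conditions holds; inactive means neither condition holds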
# C diff growth: blocks growth of Clostridium difficile; growth activity, negative = inhibition, % at 16 µg/mL (by protocol); Clostridium difficile clinical isolate growth, OD600, 24 h; active compounds read low; hit rate 0.25% among 86,000;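 active means mean growth activity at or below -80% and every replicate also at or below -80%; inconclusive means mean at or below -80% but some replicate above -80%; inactive means mean growth activity above -80%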;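 further: 0% = DMSO wells and -100% = levofloxacin 16 µg/mL wells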
# * marks the source's active call; other numbers are inactive results; u = inconclusive; x = no result given; & = joins results of further samples.
SMILES,Pf Dd2 inh,KDM4C inh,T cruzi growth,C diff growth
C[C@H](CO)N1C[C@H](C)[C@H](CN(C)Cc2ccc(Oc3ccccc3)cc2)OCc2ccccc2-c2c(n(C)c3ccccc23)C1=O,-71,0.5,x,6
COc1ccc(S(=O)(=O)N(C)C[C@@H]2OCCCC[C@H](C)Oc3ccc(NC(=O)Cc4ccccc4)cc3C(=O)N([C@H](C)CO)C[C@@H]2C)cc1,-76,-2.5,100,14
O=C(C[C@H]1CC[C@H]2[C@@H](COC[C@H](O)CN2C(=O)C2CCCC2)O1)NCc1ccncc1,6,3.7,-19,x
O=C(C[C@H]1C=C[C@H](NS(=O)(=O)c2cccc(F)c2)[C@@H](CO)O1)N1CCCCC1,8,-1.4,-22,1
CC=Cc1ccc2n(c1=O)C[C@H]1[C@H](CO)[C@@H](C(=O)N[C@@H](C)c3ccccc3)N(C)[C@@H]21 (mixture of isomers),19,3.3,-36,-3
COc1cccc(-c2cccc(-c3nc(C(=O)NCC(F)(F)F)cc4c3[C@H](CCO)N([S@@](=O)C(C)(C)C)C4)c2)c1,-66,-0.6,89,x
C[C@@H](NC(=O)C[C@H]1CC[C@H](NC(=O)C2CC2)[C@@H](CO)O1)c1ccccc1,20,7.7,x,4
CNC[C@H]1OCCCC[C@H](C)Oc2ccc(N)cc2C(=O)N([C@@H](C)CO)C[C@@H]1C,-16,8.7,-3,-1
COc1ccc(S(=O)(=O)Nc2ccc3c(c2)C(=O)N([C@H](C)CO)C[C@H](C)[C@H](CN(C)CC2CCCCC2)OCCCC[C@@H](C)O3)cc1,-11,-0.3,17,-1
O=C(Nc1cc(F)ccc1F)N[C@H]1CC[C@@H](CC(=O)N2CCc3ccccc3C2)O[C@@H]1CO,4,5.1,14,x
Cc1noc(C)c1NC(=O)N(C)C[C@@H]1Oc2c(NC(=O)Nc3ccc(C(F)(F)F)cc3)cccc2C(=O)N([C@H](C)CO)C[C@H]1C,-14,x,87,x
CCCNC(=O)N1CC2(CN(C(=O)C3CC3)C2)c2c([nH]c3cc(OC)ccc23)[C@@H]1CO,40,-0.8,x,0
Cc1noc(C)c1NC(=O)N(C)C[C@H]1Oc2c(NC(=O)Nc3ccccc3)cccc2C(=O)N([C@H](C)CO)C[C@@H]1C,15,-0.2,-24,0
Cc1ccc(S(=O)(=O)Nc2ccc3c(c2)C(=O)N([C@H](C)CO)C[C@H](C)[C@H](CN(C)C(=O)CCCN(C)C)OCCCC[C@H](C)O3)cc1,3,1.6,48,x
CC(=O)N(C)C[C@@H]1Oc2cc(-c3ccccc3C)ccc2S(=O)(=O)N([C@@H](C)CO)C[C@H]1C,-2,-0.2,37,13
O=C(C[C@H]1C=C[C@H](NC(=O)Nc2cccc(F)c2)[C@@H](CO)O1)NCC1CCCCC1,-11,1.8,-49,x
CNC[C@@H]1Oc2cc(-c3ccncc3)ccc2S(=O)(=O)N([C@H](C)CO)C[C@H]1C,-43,-1.6,72,3
Cc1noc(C)c1S(=O)(=O)Nc1ccc2c(c1)C(=O)N([C@H](C)CO)C[C@H](C)[C@H](CN(C)S(=O)(=O)c1ccc(Cl)cc1)OCCCC[C@@H](C)O2,-65,x,31,-4
Cc1noc(C)c1S(=O)(=O)Nc1ccc2c(c1)C(=O)N([C@H](C)CO)C[C@@H](C)[C@H](CN(C)Cc1ccc(C(F)(F)F)cc1)O2,-3,1.8,26,1
COc1ccccc1C(=O)N1C[C@@H]2[C@H](c3ccccc31)[C@H](CO)N2C(=O)C1CC1,10,1.6,6,-2
CO[C@@H]1CN(C)C(=O)c2ccc(NC(=O)c3ccc(-c4ccccc4)cc3)cc2OC[C@H](C)NC[C@@H]1C,u,-4.4,-10,x
COc1ccc(-c2ccc3c(c2)[C@@H]2[C@@H](CCN2C(=O)CN2CCOCC2)[C@H](CO)N3)cc1,-71,0.6,79,-6
CN1C(=O)c2cc(NC(=O)Nc3ccccc3F)ccc2OC[C@H]2O[C@@H](CC(=O)NCCc3ccncc3)CC[C@H]21,11,-1.4,17,-10
C[C@@H]1CCCCO[C@@H](CN(C)C(=O)Nc2ccc(F)cc2)[C@H](C)CN([C@H](C)CO)C(=O)c2cc(N(C)C)ccc2O1,x,1.9,20,0
COc1ccc(S(=O)(=O)N(C)C[C@H]2Oc3ccc(NC(=O)NC4CCCCC4)cc3CC(=O)N([C@@H](C)CO)C[C@H]2C)cc1,-31,-0.9,-24,-1
# The results go on.
SMILES,Pf Dd2 inh,KDM4C inh,T cruzi growth,C diff growth
COc1ccc(NC(=O)Nc2ccc3c(c2)C(=O)N([C@H](C)CO)C[C@H](C)[C@@H](CN(C)C(=O)NC2CCCCC2)OCCCC[C@H](C)O3)cc1,-6,-1.6,-12,-5
O=C(C[C@@H]1CC[C@@H]2[C@H](COC[C@@H](O)CN2C(=O)c2ccccc2F)O1)NCc1ccccc1,6,0.9,-21,x
CCCNC(=O)C[C@H]1C[C@@H]2c3cc(NC(=O)c4ccc5c(c4)OCO5)ccc3O[C@@H]2[C@@H](CO)O1,-26,2.2,-7,-2
C[C@@H]1CN([C@H](C)CO)C(=O)c2cc(C#CC3(O)CCCC3)cnc2O[C@@H]1CN(C)Cc1cccnc1,11,1.1,x,-6
COc1cccc(S(=O)(=O)Nc2ccc3c(c2)C(=O)N(C)[C@H]2CC[C@@H](CC(=O)NCC4CCCCC4)O[C@@H]2CO3)c1,-15,-0.4,-5,12
C[C@@H]1CN([C@H](C)CO)C(=O)Cc2cc(NC(=O)C3CCCCC3)ccc2O[C@H]1CN(C)C(=O)Nc1cccc2ccccc12,-1,-1.1,-2,-8
CN1C(=O)c2cc(NC(=O)c3cccc(C(F)(F)F)c3)ccc2OC[C@@H]2O[C@@H](CC(=O)NCCN3CCCC3)CC[C@@H]21,-14,0.4,76,-6
CC(C)NC(=O)N(C)C[C@H]1Oc2cc(-c3ccccc3F)ccc2S(=O)(=O)N([C@@H](C)CO)C[C@@H]1C,x,0.9,-10,-16
CC(C)NC(=O)N(C)C[C@H]1Oc2cc(-c3cncnc3)ccc2S(=O)(=O)N([C@H](C)CO)C[C@H]1C,21,1.2,2,-2
CO[C@H]1CN(C)C(=O)c2cc(NC(=O)Nc3ccccc3F)ccc2OC[C@@H](C)N(C(C)=O)C[C@@H]1C,-11,0.4,-12,-2
CC(C)OC(=O)N(C)C[C@@H]1OCc2ccccc2-c2ccccc2C(=O)N([C@H](C)CO)C[C@H]1C,8,4.6,33,2
COc1ccc(NC(=O)N(C)C[C@H]2OCc3ccccc3-c3c(n(C)c4ccccc34)C(=O)N([C@@H](C)CO)C[C@@H]2C)cc1,-76,9.9,21,x
C[C@@H]1CN([C@H](C)CO)C(=O)Cc2cc(NS(=O)(=O)c3ccc(F)cc3)ccc2O[C@@H]1CN(C)S(C)(=O)=O,6,1.1,14,-2
CCNC(=O)c1cc2c(c(-c3cccc(C4=CCCC4)c3)n1)[C@H](CCO)N([S@@](=O)C(C)(C)C)C2,-6,4.3,1,x
CO[C@H]1CN(C)C(=O)c2cc(NS(=O)(=O)c3ccc(Cl)cc3)ccc2OC[C@@H](C)NC[C@H]1C,9,-1.9,3,x
CS(=O)(=O)N1CC(=O)N2[C@@H](CO)[C@H](c3ccc(Br)cc3)[C@@H]2C1,18,1.3,x,-2
O=C(C[C@@H]1CC[C@@H]2[C@H](COC[C@H](O)CN2Cc2ccc(Cl)cc2)O1)NCc1cccc(F)c1,-21,0.0,x,18&-11
O=C(CCN1CCCCC1)NCC[C@H]1CC[C@H](NC(=O)c2ccc(F)cc2)[C@H](CO)O1,7,-1.4,82,-2
CCCC(=O)Nc1ccc2c(c1)OC[C@H](C)N(C(=O)CC1CC1)C[C@@H](C)[C@H](OC)CN(C)C2=O,20,0.4,24,x
CCN1[C@@H]2c3ccc(C4=CCCCC4)c(=O)n3C[C@H]1[C@H](CO)[C@H]2C(=O)NC1Cc2ccccc2C1,-5,-1.5,x,-4
CN1[C@@H]2c3ccc(/C=C/c4ccccc4)c(=O)n3C[C@@H]2[C@@H](CO)[C@@H]1C(=O)N1CCOCC1,-7,1.1,-7,11
C[C@H]1CN([C@@H](C)CO)C(=O)c2cc(C3=CCCCC3)cnc2O[C@@H]1CN(C)S(=O)(=O)c1cn(C)cn1,-37,0.6,x,-2
C[C@@H]1CN([C@H](C)CO)C(=O)c2cc(-c3ccncc3)cnc2O[C@@H]1CN(C)S(=O)(=O)c1ccccc1,2,-0.6,30,-7
C[C@H](CO)N1C[C@H](C)[C@H](CN(C)Cc2ccncc2)Oc2c(NC(=O)C3CC3)cccc2C1=O,0,0.1,28,1
COc1ccc2c3c(n(C)c2c1)[C@H](CO)N(C(=O)c1ccncc1)CC31CN(S(C)(=O)=O)C1,-5,-1.0,x,-1
# (next part)
SMILES,Pf Dd2 inh,KDM4C inh,T cruzi growth,C diff growth
C[C@H]1CN([C@@H](C)CO)C(=O)c2cccc(NC(=O)Nc3ccc4c(c3)OCO4)c2O[C@H]1CN(C)Cc1ccc(C(F)(F)F)cc1,5,-1.6,30,0
CC(C)NC(=O)Nc1ccc2c(c1)C(=O)N([C@@H](C)CO)C[C@H](C)[C@@H](CN(C)C(=O)C1CCCCC1)OCCCC[C@H](C)O2,-31,1.0,41,-3
Cn1cnc(S(=O)(=O)N[C@H]2CC[C@@H](CC(=O)N3CCN(c4ccccc4)CC3)O[C@H]2CO)c1,12,2.2,-33,x
C[C@H]1CN([C@@H](C)CO)S(=O)(=O)c2ccc(C#Cc3ccccc3)cc2O[C@H]1CN(C)C(=O)C1CC1,-88*,-1.1,74,-4
Cc1noc(C)c1S(=O)(=O)N(C)C[C@@H]1OCCCC[C@@H](C)Oc2ccc(NS(=O)(=O)c3ccc(F)cc3)cc2C(=O)N([C@@H](C)CO)C[C@H]1C,-7,-0.7,68,-8
CO[C@@H]1CN(C)C(=O)c2cc(NC(=O)C3CCCCC3)ccc2OC[C@@H](C)N(C)C[C@@H]1C,x,-0.6,-14,x
COc1ccc2c3c(n(C)c2c1)[C@@H](CO)N(C)CC31CCN(C(=O)CN2CCOCC2)CC1,1,x,x,8
CN(C)C(=O)c1ccc(-c2ccc([C@H]3[C@@H](CO)N4CCCCN(CCC(F)(F)F)C[C@@H]34)cc2)cc1,-49,1.3,38,11
O=C(O)C[C@@H]1C[C@@H]2c3cc(NC(=O)c4cccnc4)ccc3O[C@@H]2[C@H](CO)O1,4,x,x,-2
Cc1noc(C)c1NC(=O)N(C)C[C@@H]1Oc2ccc(NS(=O)(=O)c3ccc(Cl)cc3)cc2C(=O)N([C@@H](C)CO)C[C@H]1C,18,-0.5,5,2
C[C@@H]1CN([C@H](C)CO)C(=O)c2cc(NC(=O)Nc3cccc4ccccc34)ccc2O[C@@H](C)CCCCO[C@H]1CN(C)S(=O)(=O)c1ccccc1,-33,0.5,-33,-2
C[C@H](CO)N1C[C@H](C)[C@H](CN(C)C(=O)Nc2ccc(F)cc2)Oc2ccc(NC(=O)CCCCCC(=O)Nc3ccccc3N)cc2CC1=O,-21,1.0,-22,61
O=C(c1cccc(F)c1)N1C[C@@H]2[C@H](c3ccccc31)[C@@H](CO)N2C(=O)C1CCOCC1,-18,-1.2,22,-1

# Not a retest: entries from further up.
SMILES,Pf Dd2 inh,KDM4C inh,T cruzi growth,C diff growth
C[C@H]1CN([C@@H](C)CO)C(=O)c2cccc(NC(=O)Nc3ccc4c(c3)OCO4)c2O[C@H]1CN(C)Cc1ccc(C(F)(F)F)cc1,5,-1.6,30,0
CC(C)NC(=O)Nc1ccc2c(c1)C(=O)N([C@@H](C)CO)C[C@H](C)[C@@H](CN(C)C(=O)C1CCCCC1)OCCCC[C@H](C)O2,-31,1.0,41,-3
Cn1cnc(S(=O)(=O)N[C@H]2CC[C@@H](CC(=O)N3CCN(c4ccccc4)CC3)O[C@H]2CO)c1,12,2.2,-33,x
C[C@H]1CN([C@@H](C)CO)S(=O)(=O)c2ccc(C#Cc3ccccc3)cc2O[C@H]1CN(C)C(=O)C1CC1,-88*,-1.1,74,-4
Cc1noc(C)c1S(=O)(=O)N(C)C[C@@H]1OCCCC[C@@H](C)Oc2ccc(NS(=O)(=O)c3ccc(F)cc3)cc2C(=O)N([C@@H](C)CO)C[C@H]1C,-7,-0.7,68,-8
CO[C@@H]1CN(C)C(=O)c2cc(NC(=O)C3CCCCC3)ccc2OC[C@@H](C)N(C)C[C@@H]1C,x,-0.6,-14,x
COc1ccc2c3c(n(C)c2c1)[C@@H](CO)N(C)CC31CCN(C(=O)CN2CCOCC2)CC1,1,x,x,8
CN(C)C(=O)c1ccc(-c2ccc([C@H]3[C@@H](CO)N4CCCCN(CCC(F)(F)F)C[C@@H]34)cc2)cc1,-49,1.3,38,11

# High-throughput results as filed in PubChem.
